Screens as filed in PubChem BioAssay.
F508del corr – correctors of CFTR F508del function in bronchial epithelial cells; CFBE cells, YFP halide quenching; stimulated with forskolin plus potentiator P3; % fluorescence drop versus neutral controls; activity (quench increase), % at 7.58 µM; hit rate 0.36% among 350,000;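 active = mean added fluorescence quench of at least 8% versus neutral control, with both replicates also reaching 8%; inconclusive = only one of the mean or replicate conditions met; inactive = mean below 8% and not both replicates reaching 8%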;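 note: cells transiently co-express mutant CFTR-F508del with the halide-sensitive YFP; corrector assay measuring rescue of mutant channel to the surface after 24 h compound exposure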
EWS-Fli inh – blocks EWS/Fli oncoprotein-driven transcription; hit rate 0.67% among 350,000; inhibition, % at 12.6 µM; A673 NR0B1-luciferase reporter, viability-normalised; AID 651661;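 active = mean inhibition of at least 50% after viability correction, with every replicate also passing that limit; inconclusive = mean reaches 50% but only one of two replicates passes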;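 note: firefly luciferase signal divided by Alamar Blue viability fluorescence both relative to DMSO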
ERp5 block – ERp5 (human) disulfide isomerase inhibition; Q15084; ERp5 insulin aggregation, absorbance 650 nm, 90 min; inhibition, % at 9.99 µM; hit rate 0.05% among 350,000; AID 651711;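 active = mean replicate inhibition above about 25%, with every replicate also reaching it, limit read from the data, passing the limit was not always enough; inconclusive = only one of those two criteria met; inactive = neither criterion met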
Target sequence (Q15084 whole entry, looked up): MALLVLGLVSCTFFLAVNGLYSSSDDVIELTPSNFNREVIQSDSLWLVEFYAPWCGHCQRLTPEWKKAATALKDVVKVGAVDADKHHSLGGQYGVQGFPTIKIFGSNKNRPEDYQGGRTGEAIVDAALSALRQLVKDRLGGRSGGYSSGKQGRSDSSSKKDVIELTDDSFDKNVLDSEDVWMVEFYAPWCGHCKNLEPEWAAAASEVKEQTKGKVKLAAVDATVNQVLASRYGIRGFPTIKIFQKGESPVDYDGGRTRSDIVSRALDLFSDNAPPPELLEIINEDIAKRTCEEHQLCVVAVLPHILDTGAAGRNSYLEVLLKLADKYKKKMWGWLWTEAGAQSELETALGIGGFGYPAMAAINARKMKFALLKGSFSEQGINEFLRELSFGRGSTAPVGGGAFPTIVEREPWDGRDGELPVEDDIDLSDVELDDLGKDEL
ARNT TACC3 PPI – ARNT/TACC3 interaction disruption. AlphaScreen His-ARNT PAS-B/GST-TACC3 binding, luminescence; TACC3 fragment carries E629A point mutation. inhibition, % at 9.99 µM. hit rate 0.66% among 390,000. AID 623870;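 active = mean inhibition of replicates at least 50% and at least half of replicates each reaching 50%; inconclusive = half or more replicates reach 50% but mean below 50%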;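 note: 0% = complete ARNT plus TACC3 wells and 100% = ARNT alone without TACC3; many hits fall short of the cut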
Xi reactivation – activators of X-chromosome reactivation in mouse fibroblasts. XiGFP mouse fibroblasts, % GFP-positive cells imaging, 3 d; cells co-treated with 5-aza-dC sensitizer; scaled so ellipticine positive control = 100%. activation, % at 7.58 µM. AID 743238. hit rate 0.055% among 360,000;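 active = mean normalized replicate activation at least 10% and every replicate at or above 10%; inconclusive = only one of the two criteria met; inactive = mean below 10% and not all replicates reach 10%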;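 note: 0% = median of on-plate neutral control wells and 100% = ellipticine 6 µM median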
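Material: SV40-immortalized XiGFP fibroblast cells, line 68-5-11 | Buffer or medium: DMEM containing 5-aza-dC | Dosing: One concentration, pinned | Times: 3 d treatment, 15 min room-temperature fixation | Controls: Ellipticine 6 µM positive control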
INS-1E GSIS act – GLuc luminescence reporter in INS-1E cells, primary screen for activators of glucose-dependent secretion of insulin; INS-1E GLuc reporter insulin secretion, 2-3 h; activation, % at 16.6 µM; hit rate 0.61% among 370,000; AID 743287;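 active = lowest replicate activation of at least 40%, so every replicate reaches that level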;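 note: 0% = median of neutral control wells and 100% = median of IBMX positive control wells; some compounds called inactive have numbers as strong as hits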
PAX8 reporter – PAX8 transcriptional activity inhibition; RMG-I TPO-luciferase reporter, SteadyGlo, 24 h; inhibition, % at 12.6 µM; hit rate 1.2% among 360,000; AID 652154;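 active = mean replicate inhibition at least 60% with every replicate also reaching 60%; inconclusive = only one of the two criteria is met; inactive = mean below 60% and not all replicates reaching 60%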;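 note: luciferase light reporting Pax8 driven TPO promoter activity; plate controls were median of neutral control wells for no effect and mitoxantrone controls for full effect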
DENV2 CPE – DENV2-induced cell death inhibition. CPE inhibition, % at 9.99 µM. hit rate 1.7% among 350,000. DENV2-infected cells, cytopathic effect rescue, plate reader; in the data active = CPE inhibition above about 20%, passing the limit was not always enough; inconclusive = no clear call, values can overlap the other calls; tested in BHK-21 cells;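 note: 0% = median of neutral control wells and 100% = median of positive control wells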
* = called active by the depositor; u = inconclusive; x = no result given; & = joins results of further samples.

| canonical_smiles | EWS-Fli inh | DENV2 CPE | ARNT TACC3 PPI | INS-1E GSIS act | ERp5 block | Xi reactivation | PAX8 reporter | F508del corr |
| --- | --- | --- | --- | --- | --- | --- | --- | --- |
| CCOC(=O)C1CCN(S(=O)(=O)c2c(C(=O)N3CCCCC3)c(C)n(C)c2C)CC1 | x | 14 | -5 | 7 | -1 | 0.6 | 5 | 3.4 |
| O=c1c2c([N+](=O)[O-])cc([N+](=O)[O-])cc2sn1Cc1ccccc1 | 41 | 16 | 12 | 128* | 4 | -0.1 | 6 | -4.0 |
| CN(c1ccccc1)S(=O)(=O)c1cc(C(=O)NCc2ccco2)ccc1Cl | 8 | 7 | x | x | -6 | 0.0 | 7 | 2.0 |
| N#C[C@@H]1[C@H](c2ccccc2)[C@@H](CO)N1C(=O)CN1CCOCC1 | 1 | u | -37 | 2 | -1 | 0.4 | -32 | 0.0 |
| CC1(CNC(=O)C(=O)NCC2(C)CO2)CO1 (stereo not drawn) | -11 | -6 | -3 | 14 | 4 | 0.3 | 15 | -0.2 |
| Cc1[nH]c2ccccc2c1-c1nc(N)sc1C | 10 | 12 | -6 | -12 | -1 | 0.0 | -22 | 0.5 |
| Cc1cccc(N(C)S(=O)(=O)c2ccc(-c3cnc(C4CC4)o3)cc2)c1 | 58* | 4 | 3 | -21 | 5 | 0.3 | 99* | 1.0 |
| CN(C)C(=O)C[C@@H]1C[C@H]2c3cc(NS(=O)(=O)c4ccccc4)ccc3O[C@H]2[C@H](CO)O1 | -4 | -6 | -1 | 0 | 0 | 0.3 | x | 0.7 |
| O=C1NC(Cc2ccccc2)c2nc3ccc(Br)cc3c(=O)n2-c2cc3ccccc3cc21 (stereo not drawn) | 11 | -16 | x | 3 | 3 | -0.1 | 34 | -2.7 |
| COc1ccc(S(=O)(=O)Nc2cccc3c2O[C@H](CN(C)C(=O)NC2CCCCC2)[C@@H](C)CN([C@@H](C)CO)C3=O)cc1 | 4 | -7 | -2 | 12 | 1 | 0.1 | x | -3.2 |

The list continues.
| canonical_smiles | EWS-Fli inh | DENV2 CPE | ARNT TACC3 PPI | INS-1E GSIS act | ERp5 block | Xi reactivation | PAX8 reporter | F508del corr |
| --- | --- | --- | --- | --- | --- | --- | --- | --- |
| CCNC(=O)[C@@H]1[C@@H](CO)[C@@H]2Cn3c(ccc(-c4ccccc4)c3=O)[C@H]1N2Cc1cccnc1 | 4 | 3 | 10 | 4 | 0 | 0.5 | x | -1.2 |
| COc1ccc(NC(=O)CCCCC#Cc2ccccc2)cc1 | -2 | 8 | -3 | -17 | 7 | 0.1 | 13 | 2.7 |
| COc1cc(C(=O)N/N=C/c2coc3ccccc3c2=O)cc(OC)c1OC | 1 | -5 | -10 | 11 | -2 | 0.0 | 4 | -1.6 |
| CO[C@H]1CN(C)C(=O)c2cc(NC(=O)Nc3ccccc3F)ccc2OC[C@@H](C)N(C)C[C@@H]1C | -1 | 3 | -5 | -6 | -2 | -0.4 | x | 0.1 |
| C[C@H](CO)N1C[C@H](C)[C@H](CN(C)C(=O)Nc2cccc3ccccc23)OCc2cnnn2CCCC1=O | 3&6&6 | 14&-15&9 | -20&8 | -9&0 | -16&-1&13 | 0.2&1.0 | 9&-5 | 1.7&-1.6&0.2 |
| COc1ccc(S(=O)(=O)N(C)C[C@H]2OCCCC[C@@H](C)Oc3ccc(NS(=O)(=O)c4c(C)noc4C)cc3C(=O)N([C@@H](C)CO)C[C@@H]2C)cc1 | 1 | 10 | -3 | -24 | -2 | 0.0 | -6 | -2.1 |
| COC(=O)c1cc(NC(=O)C2CCCN(S(=O)(=O)c3c(C)n[nH]c3C)C2)cc(C(=O)OC)c1 (stereo not drawn) | 9 | 1 | x | -8 | -1 | 0.7 | -8 | -0.7 |
| O=C(CCCn1c(=O)[nH]c2ccccc2c1=O)NCCSCc1ccccc1 | 0 | 10 | 9 | -9 | -4 | -0.1 | -3 | -2.5 |
| CCOc1ccc(NS(=O)(=O)c2ccc(C(=O)NCCCN3CCOCC3)cc2)cc1 | 4 | 1 | -7 | -1 | -1 | 0.0 | -9 | -2.8 |
| CO[C@H]1CN(C)C(=O)c2cc(NC(=O)c3ccccc3)ccc2OC[C@H](C)N(C(C)=O)C[C@@H]1C | 0 | 2 | -1 | -1 | -2 | 0.0 | x | -1.8 |

Next entries follow:
| canonical_smiles | EWS-Fli inh | DENV2 CPE | ARNT TACC3 PPI | INS-1E GSIS act | ERp5 block | Xi reactivation | PAX8 reporter | F508del corr |
| --- | --- | --- | --- | --- | --- | --- | --- | --- |
| Cc1cc(NC(=O)CCC(=O)N(CCC(C)C)C(C(=O)NC2CCCC2)c2ccccc2C)no1 (stereo not drawn) | 14 | -2 | -8 | -6 | 1 | 0.2 | -9 | -1.0 |
| COC(=O)CCC(=O)OC1(C)C(=O)C=C2C=C(C3CC3)N(CCc3c[nH]c4ccccc34)C=C2C1=O (stereo not drawn) | 1 | x | 7 | x | -2 | 0.0 | 17 | -1.3 |
| NC(=S)NN=C1C2CC3CC(C2)CC1C3 | 10 | 1 | -2 | 1 | 0 | 0.0 | -1 | 2.3 |
| O=C(COc1cccc(C(F)(F)F)c1)NCC(c1cccs1)N1CCOCC1 (stereo not drawn) | 4 | 6 | -2 | -23 | -4 | 0.0 | 1 | 2.7 |
| COc1ccc(S(=O)(=O)N(C)C[C@@H]2Oc3ccc(NS(C)(=O)=O)cc3C(=O)N([C@H](C)CO)C[C@H]2C)cc1 | -2 | -7 | -1 | 5 | 3 | -1.4 | x | -3.1 |
| C[C@H]1CN([C@@H](C)CO)S(=O)(=O)c2ccc(C#CCC3CCCC3)cc2O[C@H]1CN(C)C | 22 | 12 | 6 | 27 | -1 | -0.6 | x | -4.6 |
| O=C(/C=C/c1ccccc1Cl)NNC(=O)c1cccs1 | -15 | 3 | -3 | 8 | 6 | -1.1 | -10 | 3.9 |
| CCc1ccc2oc(C(=O)Nc3nonc3CC)c(C)c2c1 | -66 | 5 | -5 | 17 | -1 | 0.0 | -222 | 1.5 |
| O=C(O)CC1Cc2ccccc2C1C(=O)O (stereo not drawn) | 5 | 3 | -21 | -3 | -6 | 0.2 | 6 | -0.4 |
| CCOC(=O)C1(Cc2cccc(Cl)c2)CCCN(C(=O)CCN2CCCC2=O)C1 (stereo not drawn) | x | -1 | -7 | -5 | 0 | 0.0 | -12 | 0.8 |

Next section:
| canonical_smiles | EWS-Fli inh | DENV2 CPE | ARNT TACC3 PPI | INS-1E GSIS act | ERp5 block | Xi reactivation | PAX8 reporter | F508del corr |
| --- | --- | --- | --- | --- | --- | --- | --- | --- |
| COCC(=O)Nc1ccc2c(c1)OC[C@H](C)N(Cc1ccccc1F)C[C@H](C)[C@H](OC)CN(C)C2=O | x | 17 | x | -7 | 20 | 0.1 | 1 | 2.2 |
| CC1CC(CCC(=O)NC(=S)Nc2ccc(S(N)(=O)=O)cc2)C(=O)O1 (stereo not drawn) | -7 | -1 | x | 8 | 0 | 0.0 | -3 | 2.1 |
| CC(=O)c1cc(C)c(OCc2cn(CC(=O)c3ccc(O)cc3)nn2)c(C)c1 | 4 | 17 | 0 | -4 | -6 | 0.1 | -4 | 0.1 |
| CC(C)CC#Cc1ccc2c(c1)O[C@@H](CN(C)C(=O)c1ccncc1)[C@H](C)CN([C@H](C)CO)S2(=O)=O | 4 | -4 | 0 | -2 | -1 | 0.0 | x | 2.7 |
| COc1ccc(C(=O)NC(=S)NNC(=O)c2cnccn2)cc1OC | x | x | 63* | 16 | x | 0.3 | 4 | x |
| CCOC(=O)C1CCN(c2ccc(C(=O)O)cc2[N+](=O)[O-])CC1 | x | x | -13 | 25 | x | 0.1 | 3 | x |
| COC(=O)/C=C1\SC(=NC(=O)c2cccc([N+](=O)[O-])c2)NC1=O | 3 | -3 | 2 | -11 | 2 | 0.3 | -7 | -0.2 |
| O=C(NCC1CC1)Nc1ccccc1F | -33 | -8 | -7 | 4 | 0 | 0.0 | -30 | 1.0 |
| N#C[C@@H]1[C@H](c2ccccc2)[C@H](CO)N1C(=O)Cc1ccccn1 | -11 | -5 | -1 | 16 | 1 | -0.2 | -28 | 1.1 |
| COc1ccc2c3c([nH]c2c1)[C@H](CO)N(C(=O)c1ccncc1)CC31CCN(C(=O)NC(C)C)CC1 | 4 | 3 | x | 45 | 2 | 0.1 | x | 0.7 |

The list continues.
| canonical_smiles | EWS-Fli inh | DENV2 CPE | ARNT TACC3 PPI | INS-1E GSIS act | ERp5 block | Xi reactivation | PAX8 reporter | F508del corr |
| --- | --- | --- | --- | --- | --- | --- | --- | --- |
| CC(NC(=O)CSc1nnc(-c2cccnc2)n1N)c1ccccc1 (stereo not drawn) | 4 | -1 | -2 | 1 | 2 | 0.0 | 13 | 1.3 |
| Cc1ccccc1C(=O)Oc1ccc(-c2csnn2)cc1 | -1 | -2 | 0 | 5 | 3 | 0.3 | -8 | -1.2 |
| COc1cc(C(=O)NNC(=O)c2ccccc2OCc2c(C)noc2C)cc(OC)c1OC | 1 | 2 | -18 | x | 3 | 0.0 | 5 | 4.6 |
| c1ccc(-c2nnsc2-c2nc3ccccc3[nH]2)cc1 | 3 | 0 | -6 | 15 | 1 | 0.0 | 0 | -0.7 |
| CN(/C(=N/S(=O)(=O)c1cccs1)c1ccccc1)c1ccc(O)cc1 | 4 | -3 | 6 | 6 | 1 | 0.1 | 25 | 0.2 |
| C[C@H]1CCCCO[C@H](CN(C)C(=O)C2CCCCC2)[C@@H](C)CN([C@@H](C)CO)C(=O)c2cc(NS(=O)(=O)c3ccc(F)cc3)ccc2O1 | 1 | -17 | -3 | -23 | 1 | -0.1 | 15 | -0.7 |
| COC(=O)[C@H]1[C@H](C(=O)OC)[C@@H](C(=O)OC)N(c2ccc(OC)cc2)[C@@H]1C(=O)OC | x | x | -4 | 9 | x | -0.1 | 12 | x |
| COc1cc(OC)cc(C(=O)NCCCCc2ccccc2)c1 | 2 | -5 | -4 | 5 | 1 | 0.2 | 5 | x |
| Cc1cccc(/C=N/n2c(C)nc3ccccc3c2=O)c1 | -13 | 7 | -7 | 15 | 3 | 0.3 | -18 | 0.0 |
| Cn1c(O)c(/C=N/NC(=O)c2cc3ccccc3cc2O)c2ccccc21 | -90 | -2 | 10 | 5 | 1 | 0.4 | -105 | 0.4 |
| Cc1cnc([N+](=O)[O-])n1CCOC(=O)NC(=O)c1ccccc1Cl | 0 | 2 | -2 | 5 | 2 | 0.1 | 17 | 0.1 |
| COc1cc(/C=N/NS(=O)(=O)c2ccc(C)c([N+](=O)[O-])c2)cc([N+](=O)[O-])c1O | 8 | 15 | 3 | -13 | 0 | 0.0 | 1 | -1.0 |
| COc1cc(C(Nc2ccccn2)c2c(NC(=O)c3ccco3)sc(C)c2C)cc(OC)c1OC (stereo not drawn) | 1 | 0 | -5 | -13 | -5 | 0.0 | -32 | 1.2 |
